High-throughput results as filed in PubChem.
Bcl-B TR3 displacers – displacers of TR3 peptide from Bcl-B, primary screen, selectivity assay for Bfl-1 inhibitor project, biochemical, fluorescence polarization | FP displacement of FITC-TR3 peptide from Bcl-B; higher % means a stronger effect | displacement, % at 20 µM, or IC50 in µM where a hit was titrated | 0.11% of 96,000 active;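 active = displacement above 50% at 20 µM plus a fluorescence interference ratio under 1.5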;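 also: plate controls were wells without compound for no effect and wells lacking Bcl-B protein for full effect; a part of the inactive calls stands beside numbers as strong as those of hits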
IL1B NFkB inh – blocks IL-1B driven NFkB nuclear translocation in HUVEC cells. HUVEC IL-1B NFkB p65 nuclear translocation imaging. inhibition, % at 2 µM. 0.43% of 94,000 active. AID 796;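 active = inhibition above about 30% together with a positive call from visual inspection of the well image, limit read from the data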;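 also: nuclear over cytoplasmic p65 intensity ratio measured by imaging; 0% = IL-1B stimulated DMSO wells and 100% = unstimulated DMSO wells; values of inactives mirror those of a sister screen read the other way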
NFkB transloc pot – enhances IL-1B driven NFkB nuclear translocation. HUVEC IL-1B NFkB p65 nuclear translocation imaging. activation, % at 2 µM. 0.3% of 94,000 active;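 active = activation above 40%, about the mean plus 3 SD, also judged a hit on visual image review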;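 also: percent activation is computed from the nuclear over cytoplasmic p65 intensity ratio; values of inactives mirror those of a sister screen read the other way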
MRP reversal – reverses drug resistance mediated by MRP; H69AR cells + 2 uM doxorubicin, CellTiter-Glo, 72 h; differential viability (reversal), % at 10 µM; 0.04% of 85,000 active; AID 602;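 active = viability drop by adding the cancer drug above about 55%, with treated viability meeting a 40% cutoff, limit read from the data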;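 also: viability without doxorubicin minus viability with 2 µM doxorubicin for each compound; larger differential means the compound sensitizes cells more to doxorubicin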
PLAP inhibition – PLAP enzyme inhibitors, biochemical, luminescence, HTS (AID 690). purified PLAP, luminescent substrate; higher % means a stronger effect. one-dose inhibition, % at 20 µM; IC50 in µM for titrated hits. 0.08% of 96,000 active; in the data active = a potency from the dose series; inactive = the rest, 99 in 100 with inhibition below about 30%; also: strong numbers were not always called active
MRP reversal cytotoxicity – second read-out of MRP reversal, no call of its own (marks repeat the call); viability, %; H69AR cells, CellTiter-Glo, 72 h; measured here: cytotoxicity without doxorubicin
MRP reversal with doxorubicin – further read-out of MRP reversal, marked with its call; viability, %; measured here: viability with 2 uM doxorubicin; stronger effect = lower value
IL1B NFkB inh cell count 2 µM – second read-out of IL1B NFkB inh, no call of its own (marks repeat the call); cell count; measured here: cells passing quality filter;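 raw number of nuclei counted in each imaged well without normalization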
NFkB transloc pot cell count 2 µM – second read-out of NFkB transloc pot, no call of its own (marks repeat the call); cell count; measured here: cells passing quality filter
The depositor's hits bear a star.

O=C(c1cc2sccc2n1Cc1ccccc1)N1CCCc2ccccc21 was read as Bcl-B TR3 displacers -2%, IL1B NFkB inh 2, NFkB transloc pot -2, MRP reversal 1, PLAP inhibition -25%, MRP reversal cytotoxicity 74, MRP reversal with doxorubicin 73, IL1B NFkB inh cell count 2 µM 88 and NFkB transloc pot cell count 2 µM 88.
CCc1nc(OCC(=O)c2ccccc2)c(C#N)c2c1COC(C)(C)C2 was read as Bcl-B TR3 displacers 3%, IL1B NFkB inh 6, NFkB transloc pot -6, MRP reversal -7, PLAP inhibition 1%, MRP reversal cytotoxicity 71, MRP reversal with doxorubicin 78, IL1B NFkB inh cell count 2 µM 128 and NFkB transloc pot cell count 2 µM 128.
Cc1ccc(CSC2=Nc3sccc3C3=NC(=O)CN23)cc1 was read as Bcl-B TR3 displacers -33%, IL1B NFkB inh 4, NFkB transloc pot -4, PLAP inhibition -49%, IL1B NFkB inh cell count 2 µM 119 and NFkB transloc pot cell count 2 µM 119.
Screening CCC(CC)C(=O)Nc1c2c(nn1-c1ccc(OC)cc1)CS(=O)(=O)C2 returned Bcl-B TR3 displacers -8%, IL1B NFkB inh 4, NFkB transloc pot -4, MRP reversal 15, PLAP inhibition -11%, MRP reversal cytotoxicity 99, MRP reversal with doxorubicin 84, IL1B NFkB inh cell count 2 µM 73 and NFkB transloc pot cell count 2 µM 73.
`CC(=O)OCc1c(C(F)(F)F)nn(C)c1Sc1ccccc1` gave Bcl-B TR3 displacers 9%, IL1B NFkB inh -3, NFkB transloc pot 3, PLAP inhibition 18%, IL1B NFkB inh cell count 2 µM 149 and NFkB transloc pot cell count 2 µM 149.
CCCCCCCC(=O)Nc1ccc(C(=O)N/N=C/c2cccc([N+](=O)[O-])c2)cc1 was read as Bcl-B TR3 displacers 8%, IL1B NFkB inh 14, NFkB transloc pot -14, PLAP inhibition 5%, IL1B NFkB inh cell count 2 µM 139 and NFkB transloc pot cell count 2 µM 139.
For COc1ccc(C(=O)OCC(=O)c2cc(OC)ccc2OC)c(OC)c1 the results were Bcl-B TR3 displacers -1%, MRP reversal -1, PLAP inhibition -39%, MRP reversal cytotoxicity 92 and MRP reversal with doxorubicin 93.
`COc1ccccc1CNC(=O)c1ccc(S(=O)(=O)N2CCCC2)cc1` gave Bcl-B TR3 displacers 10%, IL1B NFkB inh -5, NFkB transloc pot 5, MRP reversal 9, PLAP inhibition 4%, MRP reversal cytotoxicity 85, MRP reversal with doxorubicin 76, IL1B NFkB inh cell count 2 µM 160 and NFkB transloc pot cell count 2 µM 160.
For Cc1ccc2[nH]c(=O)c(CN(C)C(=O)c3ccccn3)cc2c1 the results were Bcl-B TR3 displacers -1%, IL1B NFkB inh 10, NFkB transloc pot -10, MRP reversal 20, PLAP inhibition -5%, MRP reversal cytotoxicity 86, MRP reversal with doxorubicin 66, IL1B NFkB inh cell count 2 µM 96 and NFkB transloc pot cell count 2 µM 96.
Screening O=C(CCCCCN1C(=O)c2ccccc2C1=O)Nc1ccc2c(c1)OCCO2 returned Bcl-B TR3 displacers 10%, IL1B NFkB inh -26, NFkB transloc pot 25, MRP reversal 11, PLAP inhibition 21%, MRP reversal cytotoxicity 94, MRP reversal with doxorubicin 83, IL1B NFkB inh cell count 2 µM 141 and NFkB transloc pot cell count 2 µM 141.
Cc1cc(NC(c2cccnc2)c2ccc3cccnc3c2O)no1 (stereo not given) was read as Bcl-B TR3 displacers -2%, IL1B NFkB inh 4, NFkB transloc pot -4, MRP reversal -9, PLAP inhibition -138%, MRP reversal cytotoxicity 31, MRP reversal with doxorubicin 40, IL1B NFkB inh cell count 2 µM 144 and NFkB transloc pot cell count 2 µM 144.
Screening O=S(=O)(NCc1ccco1)N1CCCCCC1 returned Bcl-B TR3 displacers -6%, IL1B NFkB inh -10, NFkB transloc pot 10, MRP reversal 2, PLAP inhibition 22%, MRP reversal cytotoxicity 99, MRP reversal with doxorubicin 97, IL1B NFkB inh cell count 2 µM 163 and NFkB transloc pot cell count 2 µM 163.
For Cc1ccc2nc(-c3ccc(N4C(=O)CC(N5CCCC(C)C5)C4=O)cc3)sc2c1 (stereo not given) the results were Bcl-B TR3 displacers -6%, IL1B NFkB inh -7, NFkB transloc pot 7, PLAP inhibition -26%, IL1B NFkB inh cell count 2 µM 157 and NFkB transloc pot cell count 2 µM 157.
Cc1cccc(N2CCN(CCNC(=O)c3cc4c(s3)CS(=O)(=O)C4)CC2)c1C was read as Bcl-B TR3 displacers -74%, IL1B NFkB inh 2, NFkB transloc pot -2, PLAP inhibition -48%, IL1B NFkB inh cell count 2 µM 151 and NFkB transloc pot cell count 2 µM 151.
`C=CCS/C(=N\n1cnc2ccccc2c1=O)N(CC)CC` gave Bcl-B TR3 displacers -3%, IL1B NFkB inh -8, NFkB transloc pot 8, MRP reversal 11, PLAP inhibition -1%, MRP reversal cytotoxicity 100, MRP reversal with doxorubicin 88, IL1B NFkB inh cell count 2 µM 172 and NFkB transloc pot cell count 2 µM 172.
For COc1ccc(-c2ccc(-c3nnc(-c4ccncc4)o3)cc2)cc1 the results were Bcl-B TR3 displacers -6%, MRP reversal 0, PLAP inhibition 14%, MRP reversal cytotoxicity 103 and MRP reversal with doxorubicin 103.
`O=C(Nc1cccnc1)Nc1ccc(F)c(Cl)c1` gave Bcl-B TR3 displacers 11%, IL1B NFkB inh -3, NFkB transloc pot 3, MRP reversal 2, PLAP inhibition 2%, MRP reversal cytotoxicity 86, MRP reversal with doxorubicin 84, IL1B NFkB inh cell count 2 µM 155 and NFkB transloc pot cell count 2 µM 155.
COC(=O)C(CC(=O)c1ccc(Br)cc1)n1ccnc1 (stereo not given) was read as Bcl-B TR3 displacers -4%, IL1B NFkB inh -18, NFkB transloc pot 18, MRP reversal 15, PLAP inhibition -9%, MRP reversal cytotoxicity 88, MRP reversal with doxorubicin 73, IL1B NFkB inh cell count 2 µM 106 and NFkB transloc pot cell count 2 µM 106.
For CC(C)c1ccc(NC(=O)CN(Cc2ccccc2)S(C)(=O)=O)cc1 the results were IL1B NFkB inh -21, NFkB transloc pot 21, MRP reversal 7, MRP reversal cytotoxicity 83, MRP reversal with doxorubicin 76, IL1B NFkB inh cell count 2 µM 110 and NFkB transloc pot cell count 2 µM 110.
`Cn1nnnc1SCC(=O)c1ccco1` gave Bcl-B TR3 displacers 4%, IL1B NFkB inh 4, NFkB transloc pot -4, MRP reversal 16, PLAP inhibition 4%, MRP reversal cytotoxicity 100, MRP reversal with doxorubicin 83, IL1B NFkB inh cell count 2 µM 131 and NFkB transloc pot cell count 2 µM 131.
Screening COc1ccccc1CNC(=O)C1CCCN(S(=O)(=O)c2c(C)[nH]c(=O)[nH]c2=O)C1 (stereo not given) returned Bcl-B TR3 displacers -9%, IL1B NFkB inh -6, NFkB transloc pot 6, MRP reversal -1, PLAP inhibition -48%, MRP reversal cytotoxicity 90, MRP reversal with doxorubicin 91, IL1B NFkB inh cell count 2 µM 160 and NFkB transloc pot cell count 2 µM 160.
OC1CCCCC1Sc1nc2ccccc2s1 (stereo not given) was read as Bcl-B TR3 displacers -13%, IL1B NFkB inh -30, NFkB transloc pot 30, MRP reversal 3, PLAP inhibition 13%, MRP reversal cytotoxicity 91, MRP reversal with doxorubicin 89, IL1B NFkB inh cell count 2 µM 140 and NFkB transloc pot cell count 2 µM 140.
For COc1ccc(C2C(C#N)C(C#N)N3CCCN23)cc1 (stereo not given) the results were Bcl-B TR3 displacers -2%, IL1B NFkB inh 3, NFkB transloc pot -3, MRP reversal -3, PLAP inhibition -9%, MRP reversal cytotoxicity 97, MRP reversal with doxorubicin 100, IL1B NFkB inh cell count 2 µM 148 and NFkB transloc pot cell count 2 µM 148.
For COc1ccc(C2Nc3ccccc3C(=O)N2Cc2ccco2)cc1COc1ccccc1F (stereo not given) the results were Bcl-B TR3 displacers -90%, IL1B NFkB inh -6, NFkB transloc pot 6, MRP reversal 2, PLAP inhibition -49%, MRP reversal cytotoxicity 87, MRP reversal with doxorubicin 85, IL1B NFkB inh cell count 2 µM 156 and NFkB transloc pot cell count 2 µM 156.
`Cc1ccc(Oc2nnc(-c3ccccc3)cc2C#N)cc1` gave Bcl-B TR3 displacers 3%, IL1B NFkB inh -19, NFkB transloc pot 19, PLAP inhibition 12%, IL1B NFkB inh cell count 2 µM 93 and NFkB transloc pot cell count 2 µM 93.
COc1ccccc1CNC(=O)CCn1c(=O)[nH]c2ccsc2c1=O was read as IL1B NFkB inh -9, NFkB transloc pot 9, MRP reversal 10, MRP reversal cytotoxicity 100, MRP reversal with doxorubicin 90, IL1B NFkB inh cell count 2 µM 121 and NFkB transloc pot cell count 2 µM 121.
COc1ccc(Cc2nnc(SCC(=O)Nc3ncc(C)s3)o2)cc1 was read as Bcl-B TR3 displacers -6%, IL1B NFkB inh 10, NFkB transloc pot -10, MRP reversal 13, PLAP inhibition 1%, MRP reversal cytotoxicity 99, MRP reversal with doxorubicin 86, IL1B NFkB inh cell count 2 µM 124 and NFkB transloc pot cell count 2 µM 124.
Screening CCOC(=O)NC1(C(F)(F)F)NC(=O)N(C2CCCCC2)C1=O (stereo not given) returned Bcl-B TR3 displacers -3%, IL1B NFkB inh -10, NFkB transloc pot 10, MRP reversal -3, PLAP inhibition -20%, MRP reversal cytotoxicity 95, MRP reversal with doxorubicin 98, IL1B NFkB inh cell count 2 µM 70 and NFkB transloc pot cell count 2 µM 70.
For CCC(=O)N=c1sc2c(OC)ccc(OC)c2n1C the results were IL1B NFkB inh -15, NFkB transloc pot 15, MRP reversal -4, MRP reversal cytotoxicity 77, MRP reversal with doxorubicin 81, IL1B NFkB inh cell count 2 µM 177 and NFkB transloc pot cell count 2 µM 177.
CCOC(=O)C1=C(C)NC(SC)=NC1c1ccc(OC)cc1 (stereo not given) was read as IL1B NFkB inh 6, NFkB transloc pot -6, MRP reversal 3, MRP reversal cytotoxicity 70, MRP reversal with doxorubicin 68, IL1B NFkB inh cell count 2 µM 62 and NFkB transloc pot cell count 2 µM 62.

Two records drawn at random from the list so far:
COC(=O)C(CC(=O)c1ccc(Br)cc1)n1ccnc1 (stereo not given) was read as Bcl-B TR3 displacers -4%, IL1B NFkB inh -18, NFkB transloc pot 18, MRP reversal 15, PLAP inhibition -9%, MRP reversal cytotoxicity 88, MRP reversal with doxorubicin 73, IL1B NFkB inh cell count 2 µM 106 and NFkB transloc pot cell count 2 µM 106.
For COc1ccc(C2C(C#N)C(C#N)N3CCCN23)cc1 (stereo not given) the results were Bcl-B TR3 displacers -2%, IL1B NFkB inh 3, NFkB transloc pot -3, MRP reversal -3, PLAP inhibition -9%, MRP reversal cytotoxicity 97, MRP reversal with doxorubicin 100, IL1B NFkB inh cell count 2 µM 148 and NFkB transloc pot cell count 2 µM 148.

Other structures:
`O=C1CC(N2CCOCC2)C(=O)N1c1ccccc1Cl` (stereo not given) gave Bcl-B TR3 displacers 0%, IL1B NFkB inh 3, NFkB transloc pot -3, MRP reversal 3, PLAP inhibition 23%, MRP reversal cytotoxicity 107, MRP reversal with doxorubicin 103, IL1B NFkB inh cell count 2 µM 174 and NFkB transloc pot cell count 2 µM 174.
Screening COC(=O)Nc1ncc(CN2CCCCC2)s1 returned Bcl-B TR3 displacers 2%, IL1B NFkB inh -14, NFkB transloc pot 14, MRP reversal -14, PLAP inhibition 13%, MRP reversal cytotoxicity 93, MRP reversal with doxorubicin 106, IL1B NFkB inh cell count 2 µM 174 and NFkB transloc pot cell count 2 µM 174.
For Cc1occc1C(=O)Nc1cccc(C(F)(F)F)c1 the results were IL1B NFkB inh 6, NFkB transloc pot -6, MRP reversal -7, MRP reversal cytotoxicity 83, MRP reversal with doxorubicin 89, IL1B NFkB inh cell count 2 µM 162 and NFkB transloc pot cell count 2 µM 162.
CC(C)CNS(=O)(=O)c1ccc(C(=O)Nc2ccc3c(c2)OCCO3)cc1 was read as Bcl-B TR3 displacers 3%, IL1B NFkB inh -3, NFkB transloc pot 3, MRP reversal -8, PLAP inhibition -2%, MRP reversal cytotoxicity 85, MRP reversal with doxorubicin 93, IL1B NFkB inh cell count 2 µM 115 and NFkB transloc pot cell count 2 µM 115.

These rows are one share of the data; rates above refer to the full screens.
